Compound activity from PubChem.
Pf growth 48h = P. falciparum growth inhibition at 48 hours (one generation); Potency, µM (doses to about 28.7 µM), for the others: at the highest dose activity change, negative = inhibition, usual class: inhibitors; AID 504832; 310,000 tested, 5.9% active; P. falciparum luciferase growth in erythrocytes, 48 h; note: potency is the fitted concentration of half-maximal effect; % is set by controls: 0 for no effect and ±100 for the full control effect
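Read-out is firefly luciferase luminescence from an integrated reporter in P. falciparum, so falling signal marks reduced parasite growth. Infected erythrocytes were at 2% hematocrit and 0.1% parasitemia (final) in Albumax-supplemented RPMI 1640.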
TbPYK inhibitor = T. brucei pyruvate kinase inhibition; TbPYK enzyme, Kinase-Glo Plus ATP luminescence, 45 min; 410,000 tested, 0.12% active; Q57TT1; Potency, µM (titrated, usually from 76.8 µM), for the others: at the highest dose activity, negative = inhibition, hits mostly inhibitors; note: potency is the fitted concentration of half-maximal effect; % is set by controls: 0 for no effect and ±100 for the full control effect; nearly all actives have a fitted effect of over 50% in size
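TbPYK + substrate in 50 mM TEA pH 7.2, 100 mM KCl, 10 mM MgCl2, 0.05% BSA, 0.01% Tween-20; cpd pinned; ADP 130 uM final; 45 min RT; Kinase-Glo Plus 10 min; luminescence endpoint.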
CHX counter = counter-screen hit for Shiga toxin inhibitors, cycloheximide; cell reporter, cycloheximide protein synthesis inhibition counterscreen; max response, %; 300,000 tested, 12% active; in the data active = max response mostly above about 13%, no sharp cut-off; inactive = mostly below about 14%; note: read at 38.3 µM for the half of the compounds with a filed dose; 0% is about no effect
Shiga toxin inh = Shiga toxin inhibition | Vero cells, Shiga toxin protein synthesis inhibition reporter | inhibition, % at 38.7 µM | 290,000 tested, 9.2% active; in the data active = inhibition mostly above about 28%, no sharp cut-off; inactive = mostly below about 43%; note: 0% is about no effect
AmpC inh no detg = AmpC beta-lactamase inhibition without detergent | P00811 | AmpC nitrocefin hydrolysis, absorbance 480 nm, 0.0001% Triton | Potency, µM (doses to about 57.1 µM), for the others: at the top dose activity change, negative = inhibition, hits mostly inhibitors | 330,000 tested, 0.52% active | AID 485341;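 note: potency is the fitted concentration of half-maximal effect; plate controls were no compound for no effect and no enzyme for full effect; nearly all actives have a fitted effect of over 20% in size; some results filed as inactive show a strong effect at the top dose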
Target sequence (P00811 whole entry, looked up): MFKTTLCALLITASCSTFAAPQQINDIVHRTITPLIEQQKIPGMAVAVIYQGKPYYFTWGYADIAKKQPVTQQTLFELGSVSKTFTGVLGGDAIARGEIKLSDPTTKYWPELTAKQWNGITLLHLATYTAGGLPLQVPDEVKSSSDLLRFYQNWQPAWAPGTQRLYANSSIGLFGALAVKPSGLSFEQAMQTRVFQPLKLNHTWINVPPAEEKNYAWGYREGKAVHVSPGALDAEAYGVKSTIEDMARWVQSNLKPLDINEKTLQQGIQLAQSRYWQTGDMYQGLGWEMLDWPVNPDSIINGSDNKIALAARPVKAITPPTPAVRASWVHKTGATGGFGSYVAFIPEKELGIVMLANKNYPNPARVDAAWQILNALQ
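20 mM phosphate pH 7.0 + 0.01% (detergent screen) or 0.0001% Triton X-100; 5.3 nM AmpC reagent; cpd preinc 15 min RT; nitrocefin (800 uM stock) to start; A480 q20 s × 4 min; Activity was normalised to no-enzyme and no-compound control wells.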
LmPK inhibitor = LmPK (Leishmania mexicana) enzyme inhibition | purified LmPK, Kinase-Glo ATP luminescence, 1 h | Q27686 | Potency, µM (titrated, usually from 57.5 µM), for the others: at the highest dose activity change, negative = inhibition, usual class: inhibitors | 290,000 tested, 0.37% active; note: potency is the fitted concentration of half-maximal effect; % is set by controls: 0 for no effect and ±100 for the full control effect
Target sequence (Q27686 whole entry, looked up): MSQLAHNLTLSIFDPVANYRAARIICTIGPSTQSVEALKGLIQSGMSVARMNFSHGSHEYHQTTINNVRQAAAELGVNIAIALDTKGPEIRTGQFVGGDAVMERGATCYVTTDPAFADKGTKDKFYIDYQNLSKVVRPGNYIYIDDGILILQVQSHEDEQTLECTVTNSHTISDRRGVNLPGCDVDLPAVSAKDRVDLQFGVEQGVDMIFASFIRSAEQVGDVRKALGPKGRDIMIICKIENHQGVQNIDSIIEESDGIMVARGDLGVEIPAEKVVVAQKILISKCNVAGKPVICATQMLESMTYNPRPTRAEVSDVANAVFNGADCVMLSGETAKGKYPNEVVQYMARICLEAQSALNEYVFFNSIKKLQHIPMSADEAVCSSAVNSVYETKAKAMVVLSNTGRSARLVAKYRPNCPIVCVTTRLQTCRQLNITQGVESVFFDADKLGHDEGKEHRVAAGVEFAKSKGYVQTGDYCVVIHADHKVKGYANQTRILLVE
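ATP generated from ADP (0.1 mM) and PEP (0.5 mM) by 0.1 nM LmPK over 1 h at room temperature (pH 7.2 imidazole buffer) was detected by coupled luciferase luminescence. Values were normalized to uninhibited and no-enzyme wells.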
Pf growth 96h = inhibits malaria parasite growth, 96 h. 320,000 tested, 6.9% active. Potency, µM (highest dose often 28.7 µM), without a hit: top-dose activity change, negative = inhibition, hits mostly inhibitors. P. falciparum luciferase reporter growth, 96 h; note: potency is the fitted concentration of half-maximal effect; % is set by controls: 0 for no effect and ±100 for the full control effect
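P. falciparum expressing integrated firefly luciferase grown in erythrocytes (2% hematocrit, 0.05% parasitemia final) with compounds for 96 hours at 37 C, 5% CO2. Growth inhibition read as loss of luminescence after adding luciferase detection reagent.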
* marks the source's active call; other numbers are inactive results; ? = inconclusive; . = no result given; & = joins results of further samples; [ ] = another dose, or the depositor's remark. Unless noted, calls come from the whole dose curve; as a rule, active = well fitted curve in the direction sought with a large enough effect; inconclusive = small, poorly fitted or top-dose-only effect, or another doubt; inactive = no such curve, though single readings can be large; an effect the other way counts as inactive or inconclusive.

SMILES,Pf growth 48h,TbPYK inhibitor,CHX counter,Shiga toxin inh,AmpC inh no detg,LmPK inhibitor,Pf growth 96h
O=C(NCc1cccnc1)c1ccccc1-c1ccccc1,7%,1%,1,13,-10%,-3%,-22%
CC(C)n1cc(CN2CCCC(CNS(=O)(=O)c3cccc4cccnc34)C2)cn1 (stereo not drawn),-26%,0%,-2,8,-1%,3%,-17%
O=C(NCc1ccc(F)cc1)Nc1cccc([N+](=O)[O-])c1,11%,7%,15,27,-31%,-2%,?
COC(=O)c1ccc(N2CCOCC2)c(NC(=O)c2ccco2)c1,41%[activator],-20%,-3,-11,-15%,-8%,?
O=C1N(Cc2cccnc2)C[C@@H]2C[C@@H](c3cccc(C(F)(F)F)c3)N3CCC[C@@]123,?,-13%,0,-7,73%[activator],4%,10µM*
COc1ccc(C)cc1NC1=NC(C)(C)CS1,25%,-6%,-2,-8,0%,2%,4%
CCOC(=O)c1csc(NC(=O)CSc2nnnn2-c2ccc(OC)c(OC)c2)n1,.,3%,-4,3,-9%,5%,?
CSC1=N/C(=C\c2ccc(Cl)cc2)C(=O)N1N(C)C,43%[activator],4%,10,7,-7%,8%,?
CN(Cc1ccccn1)Cc1nc(-c2ccc(Cl)cc2)no1,5%,3%,20*,32,13%,6%,?
CCCCC(=O)Nc1ccc(NC(=O)c2ccc3c(c2)OCO3)cc1OC,50%[activator],2%,13,14,-30%,-1%,?
Cc1cccc(NC(=O)C2CC(=O)N(Cc3ccccc3)C2)n1 (stereo not drawn),5%,-2%,.,.,-5%,.,34%[activator]
c1ccc(C2CC(c3ccccc3)n3c(nc4ccccc43)N2)cc1 (stereo not drawn),?,-2%,7,2,?,0%,?
CCn1c(SCc2cccc(F)c2)nnc1-c1cccnc1,-10%,-20%,-2,-13,1%,5%,?
Cc1ccc(NC(=O)C(Nc2cccc(C)c2)c2ccccc2)cc1 (stereo not drawn),-26%,2%,22*,-83,-21%,-3%,?
COc1ccc(-c2ccc(-c3noc(-c4cccc(OC)c4)n3)c(OC)n2)cc1,29%,2%,-2,-17,2%,2%,?
CCOC(=O)C1CCCN(S(=O)(=O)c2ccc(OC)cc2)C1 (stereo not drawn),.,-4%,1,-4,-8%,2%,-26%
COc1cc(OC)c2c(C)cc(=O)oc2c1C(CCN1CCOCC1)c1ccc(N(C)C)cc1 (stereo not drawn),10µM*,-2%,-6,-14,182%[activator],8%,?
COc1ccc(-c2csc3ncnc(N4CCN(c5cccc(C)c5C)CC4)c23)cc1,-29%,3%,-3,-14,-17%,3%,?
CC(Oc1ccc(F)cc1)C(=O)Nc1cc(Cl)ccc1-n1cncn1 (stereo not drawn),2.3µM*,-3%,.,.,-4%,.,2.6µM*
COc1ccc(CCNC(=O)c2cc(C3CC3)nc3c2cnn3C(C)C)cc1OC,?,-10%,.,.,145%[activator],.,2.3µM*
O=c1[nH]cnc2c([N+](=O)[O-])cccc12,.,2%,9,6,-1%,1%,-1%
COc1cc(C(=O)Nc2nncs2)cc(OC)c1OC,13%,6%,-2,28,-10%,4%,.
CCOC(=O)CN(C(=O)CSc1nnc(-c2ccncc2)n1CCCOC)c1ccccc1,?,3%,-1,10,31%,5%,?
CCc1ccc(CCC(=O)Nc2ccc(C)c(C)c2)o1,27%,-4%,40*,58*,-21%,3%,5%
Cc1cc(F)ccc1S(=O)(=O)N1CCCOC1CNC(=O)C(=O)NCc1ccncc1 (stereo not drawn),4%,2%,2,-13,23%,-1%,?
CCOC(=O)CSc1cc(C)c(C#N)c2nc3ccccc3n12,11%,-17%,-6,-12,-38%,2%,24%
COc1ccc(-c2c[n+](CC(=O)N3c4ccccc4Sc4ccccc43)c3n2CCC3)cc1,2.6µM*,7%,1,-1,68%[activator],3%,1.7µM*
CCc1ccc(OCC(O)CN2CCN(c3ccccc3)CC2)cc1 (stereo not drawn),.,4%&-7%,1,-8,41%,5%,.
CN(CC(=O)NCc1ccccc1)S(=O)(=O)c1cnc[nH]1,.,-6%,1,-8,-1%,0%,14%
N#CNC(=Nc1ccc(F)cc1)SCc1ccccc1,-3%,0%,-1,1,-17%,1%,18%
COc1ccc(N2CCN(C(=O)c3c(-c4ccccc4)noc3C)CC2)cc1,-21%,-3%,0,11,66%[activator],2%,?
c1ccc2sc(C3CCN(Cc4nnnn4Cc4ccc5c(c4)OCO5)CC3)nc2c1,?,-6%,-4,2,50%,2%,9%
O=C(CSc1nnc(C2CCCCC2)n1Cc1ccccc1)NCc1ccco1,-15%,-22%,16*,24,38%,3%,.
COc1cccc(OC)c1-c1nn2c(-c3ccco3)nnc2s1,-5%,.,56*,200*,-27%,-2%,92%[activator]
Cc1nn(C(C)C(=O)NCC2CCCO2)c(=O)c2cc3occc3n12 (stereo not drawn),11%,-4%,-3,19,.,-1%,27%
COC(=O)CN1C(=O)C(C)(C)Oc2ccc(C(=O)NC3CC3)cc21,-2%,5%,11,-9,-3%,0%,34%[activator]

2 entries picked at random from those above, as already listed:
SMILES,Pf growth 48h,TbPYK inhibitor,CHX counter,Shiga toxin inh,AmpC inh no detg,LmPK inhibitor,Pf growth 96h
COc1ccc(-c2c[n+](CC(=O)N3c4ccccc4Sc4ccccc43)c3n2CCC3)cc1,2.6µM*,7%,1,-1,68%[activator],3%,1.7µM*
COc1ccc(N2CCN(C(=O)c3c(-c4ccccc4)noc3C)CC2)cc1,-21%,-3%,0,11,66%[activator],2%,?

(more compounds)
SMILES,Pf growth 48h,TbPYK inhibitor,CHX counter,Shiga toxin inh,AmpC inh no detg,LmPK inhibitor,Pf growth 96h
C/C=C(\C)c1nnc(NC(=O)OCC)s1,28%,-8%,15*,42*,-6%,-6%,.
CC(C)(C)C(=O)Nc1ncc(C(F)(F)F)cc1Cl,2%,3%,-2,-12,-9%,-3%,3%
COc1ccc(NC(=O)CNC(c2ccccc2)c2ccccc2)cc1,5%,2%,1,-9,-5%,-3%,0%
COc1ccc(C(=O)OCC(=O)NC2CC2)cc1[N+](=O)[O-],-16%,-4%,-3,-5,-8%,1%,-21%
CC(C)CCC(CC(C)O)C(=O)NNC(=S)Nc1ccccc1 (stereo not drawn),11%,-10%,-2,18,-13%,-9%,-24%
O=C1CC(c2ccc(S(=O)(=O)Nc3cc(C(F)(F)F)cc(C(F)(F)F)c3)cc2)CN1 (stereo not drawn),16%,0%,-6,6,14%,3%,.
O=[N+]([O-])c1ccc(C2CN=C(Nc3ccccc3)S2)cc1 (stereo not drawn),59%[activator],-2%,57*,77*,-41%,4%,0%
O=C(CN1C(=O)c2ccccc2S1(=O)=O)Nc1ccc(S(=O)(=O)Nc2ncccn2)cc1,-17%,10%,.,.,-9%,.,0%
Cc1ccc(S(C)(=O)=NS(=O)(=O)c2cccc3nsnc23)cc1 (stereo not drawn),-7%,2%,1,11,-27%,3%,-20%
COc1ccc(-c2nnc(NC(=O)c3ccco3)s2)cc1,81%[activator],-9%,27*,53,-12%,-10%,9%
Cc1cc(NC(=O)CCC(=O)N(Cc2ccco2)C2(C(=O)NC3CCCCC3)CCCCC2)no1,-25%,4%,-4,-7,25%,-4%,1.3µM*
Cn1c(=O)oc2cc(S(=O)(=O)NCCC(=O)NCCc3ccccc3)ccc21,-2%,6%,-1,-3,-10%,0%,16%
N#C/C(=C/c1ccc(OCc2ccc(C(=O)O)cc2)cc1)C(=O)Nc1ccccc1,-5%,-2%,-4,-23,-26%,-6%,28%
COC(=O)c1sc(NC(=S)NC(=O)c2cccc(Br)c2)nc1C,76%[activator],1%,34*,70*,81%[activator],-6%,32%
CC(C)(C)c1ccc(-c2cn(-c3ccc(Br)cc3)c3[n+]2CCCS3)cc1,2.6µM*,-8%,-2,6,66%[activator],0%,?
CC(C)(C)c1ccc(C(=O)N2CCN(CCNC(=O)C(=O)NCc3ccc(Cl)cc3)CC2)cc1,-24%,2%,5,8,114%[activator],-4%,147%[activator]
CCCOc1ccc(C2=NNC(=O)CC2)cc1,11%,-7%,15*,12,-8%,-2%,66%[activator]
O=C(Nc1cccc(Cl)c1)N1CCCC1,10%,-18%,9,-1,-6%,-1%,38%[activator]
CC(=O)c1cc(-c2ccccc2)n(CCC(=O)NC2CCCCCCC2)c1C,?,-6%,0,-5,28%,3%,?
COc1cc(OC)c(OC)cc1NC(=O)CC1COc2ccccc2O1 (stereo not drawn),-20%,-2%,-1,11,-14%,-3%,?
CC1CCCN(CCCNC(=O)c2nn(C)c3c2CS(=O)(=O)c2ccccc2-3)C1 (stereo not drawn),30%[activator],7%,-3,16,-20%,-6%,?
CSc1nc(SCC(=O)NCc2ccco2)c2c3c(sc2n1)COC(C)(C)C3,?,-15%,7,28,-21%,7%,-1%

Among those listed so far, these have a furan ring, fused or not:
SMILES,Pf growth 48h,TbPYK inhibitor,CHX counter,Shiga toxin inh,AmpC inh no detg,LmPK inhibitor,Pf growth 96h
COC(=O)c1ccc(N2CCOCC2)c(NC(=O)c2ccco2)c1,41%[activator],-20%,-3,-11,-15%,-8%,?
CCc1ccc(CCC(=O)Nc2ccc(C)c(C)c2)o1,27%,-4%,40*,58*,-21%,3%,5%
O=C(CSc1nnc(C2CCCCC2)n1Cc1ccccc1)NCc1ccco1,-15%,-22%,16*,24,38%,3%,.
COc1cccc(OC)c1-c1nn2c(-c3ccco3)nnc2s1,-5%,.,56*,200*,-27%,-2%,92%[activator]
Cc1nn(C(C)C(=O)NCC2CCCO2)c(=O)c2cc3occc3n12 (stereo not drawn),11%,-4%,-3,19,.,-1%,27%
COc1ccc(-c2nnc(NC(=O)c3ccco3)s2)cc1,81%[activator],-9%,27*,53,-12%,-10%,9%
Cc1cc(NC(=O)CCC(=O)N(Cc2ccco2)C2(C(=O)NC3CCCCC3)CCCCC2)no1,-25%,4%,-4,-7,25%,-4%,1.3µM*
CSc1nc(SCC(=O)NCc2ccco2)c2c3c(sc2n1)COC(C)(C)C3,?,-15%,7,28,-21%,7%,-1%
